Assay outcomes: PubChem BioAssay, several laboratories
ABCB6 inh MLPCN – inhibitors of human ABC transporter ABCB6; K562-ABCB6 porphyrin accumulation, flow cytometry, 1 h; active compounds read low; AID 602162; actives 0.19% (n = 360,000); fluorescence ratio to DMSO, % at 10 µM; Q9NP58;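 active = fluorescence ratio to DMSO below 75%, the collection mean minus 3 SD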;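 also: signal is porphyrin accumulated inside mitochondria; 100% equals median channel fluorescence of DMSO control wells; lower ratio means ABCB6 inhibition with less porphyrin fluorescence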
Target sequence (Q9NP58 whole entry, looked up): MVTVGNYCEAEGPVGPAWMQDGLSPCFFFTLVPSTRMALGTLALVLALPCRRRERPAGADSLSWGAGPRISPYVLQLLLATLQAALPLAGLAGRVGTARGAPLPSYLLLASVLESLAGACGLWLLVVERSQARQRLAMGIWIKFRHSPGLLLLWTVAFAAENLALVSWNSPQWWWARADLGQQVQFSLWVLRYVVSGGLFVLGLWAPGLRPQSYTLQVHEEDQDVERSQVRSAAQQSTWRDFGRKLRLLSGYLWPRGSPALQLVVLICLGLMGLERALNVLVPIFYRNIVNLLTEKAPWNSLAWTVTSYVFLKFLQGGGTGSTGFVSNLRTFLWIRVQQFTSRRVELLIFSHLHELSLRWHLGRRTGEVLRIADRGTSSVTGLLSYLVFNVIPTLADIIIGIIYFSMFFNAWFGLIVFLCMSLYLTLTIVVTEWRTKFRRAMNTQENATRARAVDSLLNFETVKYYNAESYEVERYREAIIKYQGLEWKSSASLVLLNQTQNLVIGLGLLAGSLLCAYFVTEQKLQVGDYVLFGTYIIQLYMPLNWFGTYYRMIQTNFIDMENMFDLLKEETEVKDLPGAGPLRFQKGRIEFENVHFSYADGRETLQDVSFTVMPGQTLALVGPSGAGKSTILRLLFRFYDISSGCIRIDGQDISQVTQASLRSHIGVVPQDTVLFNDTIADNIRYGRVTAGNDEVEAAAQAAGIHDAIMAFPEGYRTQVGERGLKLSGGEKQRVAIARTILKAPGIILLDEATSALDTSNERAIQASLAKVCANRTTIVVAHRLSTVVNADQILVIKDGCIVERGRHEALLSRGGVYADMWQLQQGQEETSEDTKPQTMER
MC4R barr agon – activates human MC4R beta-arrestin recruitment. U2OS MC4R beta-arrestin complementation, luminescence; percent of melanotan II response, DMSO zero. P32245. actives 0.98% (n = 360,000). activation, % at 8.9 µM;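 active = activation above a per-plate cutoff, the mean activation of sample wells on that plate plus 3 SD, cut at about 8% in these data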
MC4R antag cAMP – antagonists of human melanocortin 4 receptor (MC4R). MC4R-expressing cells, MTII-stimulated cAMP, LANCE TR-FRET. inhibition, % at 6.5 µM. actives 0.48% (n = 360,000). AID 540295;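 active = inhibition above its plate's cutoff, the mean of tested wells on that plate plus 3 SD, cut at about 29% in these data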;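 also: 0% = Melanotan II alone and 100% = Melanotan II plus saturating MCL0020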
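Material – human MC4R-expressing U2OS cells · Repeats – no replicates · Detection – TR-FRET with Eu-cAMP and labeled anti-cAMP, 671 nm · Times – compound 30 min, challenge 1 h, detection 1 h · Compound – single nominal compound dose of 6.5 µM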
Vif inh – HIV Vif inhibition; HEK293T cells, Vif self-association by quenched fluorescence, imaging, 24 h; inhibition, % at 7.49 µM; actives 0.35% (n = 340,000); AID 602346; in the data active = inhibition above about 50%, passing the limit was not always enough; also: some results filed as inactive read as strong as hits
Cardio protect – protects H9c2 cardiomyocytes from peroxide injury. H2O2 injury protection, ATPLite, 2 h. protection from H2O2 cell death, % at 20 µM. actives 0.63% (n = 360,000). AID 588492;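 active = compounds giving at least 50% protection of heart cells from peroxide-induced death in the single-dose screen, raw or plate-pattern-corrected value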;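 also: 0% = DMSO wells with peroxide and 100% = DMSO wells without peroxide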
PDI inh – inhibitors of human protein disulfide isomerase | PDI insulin aggregation turbidity, A650, 90 min | AID 588391 | actives 0.052% (n = 350,000) | P07237 | inhibition, % at 10 µM;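 active = mean inhibition across replicates of 30% or more, whatever share of single replicates reach that level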;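 also: absorbance from insulin aggregation driven by PDI reduction with DTT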
HTR2A ag – activates the mouse 5-HT2A serotonin receptor. P35363. CHO-K1 mHTR2A beta-arrestin complementation, luminescence; percent of 30 µM serotonin response. activation, % at 7.6 µM. actives 0.66% (n = 360,000). AID 624169;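 active = activation above a run cutoff, the mean activation of all tested compounds plus 3 SD, cut at about 14% in these data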;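 also: 0% = plate median of compound wells and 100% = 30 µM serotonin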
aDG glyco act – increases alpha dystroglycan glycosylation | Pro5-aDG cells, alpha-DG glycosylation AlphaScreen (IIH6); 0% Pro5, 100% B10-LARGE cell signal | activation, % at 10 µM | actives 0.22% (n = 360,000);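 active = activation of at least 8% versus controls, or a plate z-score of at least 8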;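 also: Pro5 are CHO cells carrying HIG-tagged alpha-DG that lacks glycosylation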
CaV13 ICDI inh – Disruptors of the CACNA1D IQ motif to Ca2+-dependent inactivation inhibitor domain association, primary screening, Förster resonance energy transfer in intact living …; HEK cells, CFP/YFP FRET ICDI-IQ, plate reader, 10 min; percent FRET-ratio fall versus neutral wells; inhibition, % at 12.3 µM; actives 0.098% (n = 340,000);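 active = mean replicate inhibition of at least 30% and at least 1% of replicates passing that level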;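 also: 0% = median of the neutral control wells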
Glyco luc inh – blocks N-linked glycosylation in D54 reporter cells; reporter increase, % at 12.5 µM; AID 588692; actives 0.23% (n = 360,000); D54 ERlucT glycosylation luciferase reporter, 24 h; percent of 100 nM tunicamycin response;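 active = mean luciferase reporter signal, scaled so untreated is 0 and the glycosylation-blocking control 100, at or above a set limit in every replicate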;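 also: luciferase carries N-glycosylation sites so blocking glycosylation raises the light; 0% = median of neutral control wells and 100% = median of 100 nM tunicamycin wells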
* marks the source's active call; other numbers are inactive results.

The first 2 compounds (preview)
Results for COc1ccc(C(=O)OCc2cc(C)ccc2C)cc1S(=O)(=O)N1CCCC1 ?
ABCB6 inh MLPCN: 94.0; MC4R barr agon: -0.2; MC4R antag cAMP: -5.2; Vif inh: 1.5; Cardio protect: -9.6; PDI inh: 6.9; HTR2A ag: -3.3; aDG glyco act: 0.4; CaV13 ICDI inh: -5.4; Glyco luc inh: -3.8

What do the screens show for `CSc1nc(-c2ccc(Cl)cc2)nn1S(=O)(=O)c1ccc(Cl)cc1`?
ABCB6 inh MLPCN: 95.0; MC4R barr agon: -2.1; MC4R antag cAMP: 4.0; Vif inh: 16.1; Cardio protect: -6.6; PDI inh: -13.7; HTR2A ag: -3.0; aDG glyco act: 0.3; CaV13 ICDI inh: 0.5; Glyco luc inh: 0.4

Main list, from the start:
Results for COc1ccc(C(=O)OCc2cc(C)ccc2C)cc1S(=O)(=O)N1CCCC1 ?
ABCB6 inh MLPCN: 94.0; MC4R barr agon: -0.2; MC4R antag cAMP: -5.2; Vif inh: 1.5; Cardio protect: -9.6; PDI inh: 6.9; HTR2A ag: -3.3; aDG glyco act: 0.4; CaV13 ICDI inh: -5.4; Glyco luc inh: -3.8

What do the screens show for `CSc1nc(-c2ccc(Cl)cc2)nn1S(=O)(=O)c1ccc(Cl)cc1`?
ABCB6 inh MLPCN: 95.0; MC4R barr agon: -2.1; MC4R antag cAMP: 4.0; Vif inh: 16.1; Cardio protect: -6.6; PDI inh: -13.7; HTR2A ag: -3.0; aDG glyco act: 0.3; CaV13 ICDI inh: 0.5; Glyco luc inh: 0.4

How did O=C(NCCCn1cccn1)C1CCC(=O)N(Cc2cccc(C(F)(F)F)c2)C1 (stereo not drawn) do in these assays?
ABCB6 inh MLPCN: 107.0; MC4R barr agon: -2.7; MC4R antag cAMP: 16.8; Vif inh: 7.0; Cardio protect: -3.5; PDI inh: 10.5; HTR2A ag: 0.4; aDG glyco act: -0.3; CaV13 ICDI inh: -7.4; Glyco luc inh: 1.7

Results for O=C(CCC1CCCCC1)NCCN1C2=NC[C@H](Cc3ccccc3)N2C[C@H]1Cc1ccc(O)cc1 ?
ABCB6 inh MLPCN: 104.0; MC4R barr agon: 1.4; MC4R antag cAMP: 9.9; Cardio protect: 0.1; PDI inh: 16.8; HTR2A ag: -11.9; aDG glyco act: -0.2; CaV13 ICDI inh: -11.2; Glyco luc inh: -3.3

Results for Cc1cc(-c2ccc3c(c2)COc2c4ccccc4nn2-3)on1 ?
ABCB6 inh MLPCN: 96.0; MC4R barr agon: 4.2; MC4R antag cAMP: 3.6; Vif inh: 2.1; Cardio protect: -7.6; PDI inh: 12.6; HTR2A ag: 1.7; aDG glyco act: -0.2; CaV13 ICDI inh: -5.7; Glyco luc inh: -14.7

What do the screens show for `COc1cccc(C(=O)N2C(C(C)C)COc3cc(Br)ccc3S2(=O)=O)c1` (stereo not drawn)?
ABCB6 inh MLPCN: 88.0; MC4R barr agon: 0.3; MC4R antag cAMP: 7.5; Vif inh: -1.4; Cardio protect: 32.3; PDI inh: 0.5; HTR2A ag: -4.9; aDG glyco act: 0.4; CaV13 ICDI inh: -3.4; Glyco luc inh: -1.0

Results for C=CCN1C(=O)C2(OCCCO2)c2ccccc21 ?
ABCB6 inh MLPCN: 99.0; MC4R barr agon: -1.2; MC4R antag cAMP: 1.3; Vif inh: 0.4; Cardio protect: 2.0; PDI inh: 11.5; HTR2A ag: 4.0; aDG glyco act: 0.4; CaV13 ICDI inh: -3.3; Glyco luc inh: -0.4

How did CC(=O)NCCn1c(SCC(=O)NCc2ccco2)nc2ccccc2c1=O do in these assays?
ABCB6 inh MLPCN: 91.0; MC4R barr agon: -0.5; MC4R antag cAMP: -1.6; Vif inh: -2.1; Cardio protect: 1.1; PDI inh: -1.5; HTR2A ag: 2.3; aDG glyco act: -0.1; CaV13 ICDI inh: -3.7; Glyco luc inh: 2.2

What do the screens show for `CS(=O)(=O)N(C(=O)NC(=O)NC12CC3CC(CC(C3)C1)C2)C1CCCCC1`?
ABCB6 inh MLPCN: 102.0; MC4R barr agon: -2.1; MC4R antag cAMP: 6.2; Vif inh: 1.5; Cardio protect: -1.6; PDI inh: -3.7; HTR2A ag: 10.2; aDG glyco act: -0.1; CaV13 ICDI inh: -1.6; Glyco luc inh: 0.6

Results for CC(C)C(C)NC(=O)COc1ccc(-c2ccccc2)cc1 (stereo not drawn) ?
ABCB6 inh MLPCN: 93.0; MC4R barr agon: 2.1; MC4R antag cAMP: -2.6; Cardio protect: 1.4; PDI inh: -1.1; HTR2A ag: -8.3; aDG glyco act: 0.1; CaV13 ICDI inh: -4.9; Glyco luc inh: -0.4

What do the screens show for `Cc1[nH]c2ccccc2c1C(=O)CSc1nc2ccccc2c(=O)n1CCCN1CCOCC1`?
ABCB6 inh MLPCN: 101.0; MC4R barr agon: 7.0; MC4R antag cAMP: -1.4; Vif inh: -0.6; Cardio protect: 5.7; PDI inh: 3.7; HTR2A ag: -4.8; aDG glyco act: -0.7; CaV13 ICDI inh: -5.2; Glyco luc inh: -3.1

Results for COc1ccc(S(=O)(=O)N(C)CC(=O)N2CCN(C)CC2)cc1Cl ?
ABCB6 inh MLPCN: 98.0; MC4R barr agon: -2.3; MC4R antag cAMP: -0.5; Vif inh: 7.6; Cardio protect: 1.0; PDI inh: 7.0; HTR2A ag: 1.5; aDG glyco act: 0.1; CaV13 ICDI inh: -10.3; Glyco luc inh: 0.3

How did Cc1nnc(NC(=O)CSc2nnc(Cc3cccn3C)n2C)s1 do in these assays?
ABCB6 inh MLPCN: 102.0; MC4R barr agon: -0.6; MC4R antag cAMP: 6.1; Vif inh: 2.3; Cardio protect: 2.1; HTR2A ag: 1.2; aDG glyco act: 0.1; CaV13 ICDI inh: -9.1; Glyco luc inh: 1.9

Results for CCN(C(=O)COC(=O)/C=C/c1ccc(OC(F)F)c(OC)c1)C1CCS(=O)(=O)C1 (stereo not drawn) ?
ABCB6 inh MLPCN: 98.0; MC4R barr agon: -2.3; MC4R antag cAMP: 4.1; Vif inh: -7.7; Cardio protect: 7.0; PDI inh: -5.2; HTR2A ag: 4.4; aDG glyco act: -0.1; CaV13 ICDI inh: -17.5; Glyco luc inh: 3.0

Results for CC1C(=O)Nc2ccccc2N1C(=O)c1ccc(O)cc1 (stereo not drawn) ?
ABCB6 inh MLPCN: 99.0; MC4R barr agon: -1.0; MC4R antag cAMP: 0.0; Vif inh: 3.8; Cardio protect: -0.6; PDI inh: 1.1; HTR2A ag: -2.7; aDG glyco act: 0.0; CaV13 ICDI inh: -3.8; Glyco luc inh: -0.6

How did CC(C)c1ccc(NC(=O)C2CC2c2ccccc2)cc1 (stereo not drawn) do in these assays?
ABCB6 inh MLPCN: 99.0; MC4R barr agon: -0.5; MC4R antag cAMP: 7.8; Vif inh: -5.4; Cardio protect: -1.8; PDI inh: -10.5; HTR2A ag: -3.1; aDG glyco act: -0.1; CaV13 ICDI inh: -1.7; Glyco luc inh: -4.4

What do the screens show for `CCN(CC)CCN(C(=O)c1ccc(C(C)=O)cc1)c1nc2ccc(Cl)cc2s1`?
ABCB6 inh MLPCN: 95.0; MC4R barr agon: -0.6; MC4R antag cAMP: 10.7; Vif inh: 20.6; Cardio protect: -3.4; PDI inh: 4.8; HTR2A ag: -4.3; aDG glyco act: 0.2; CaV13 ICDI inh: -6.9; Glyco luc inh: -0.1

Results for Cc1ccc(N=Cc2sccc2C)cc1C ?
ABCB6 inh MLPCN: 100.0; MC4R barr agon: -1.8; MC4R antag cAMP: 12.9; Vif inh: -2.6; Cardio protect: 0.5; PDI inh: -3.5; HTR2A ag: 1.2; aDG glyco act: 0.3; CaV13 ICDI inh: -17.2; Glyco luc inh: 1.3

Results for O=C(c1ccc(C(F)(F)F)cc1)C1CCCN(C(=O)Cn2cnnn2)C1 (stereo not drawn) ?
ABCB6 inh MLPCN: 92.0; MC4R barr agon: -3.0; MC4R antag cAMP: -1.9; Vif inh: -4.5; Cardio protect: 1.5; PDI inh: 8.7; HTR2A ag: 2.2; aDG glyco act: -0.2; CaV13 ICDI inh: -7.2; Glyco luc inh: 5.0

How did COc1cc(NC(=O)Nc2ccc(Cl)c(Cl)c2)c(C(=O)O)cc1OC do in these assays?
ABCB6 inh MLPCN: 99.0; MC4R barr agon: -2.4; MC4R antag cAMP: 6.6; Cardio protect: 8.3; PDI inh: -7.6; HTR2A ag: 3.6; aDG glyco act: 0.1; CaV13 ICDI inh: -5.3; Glyco luc inh: 0.4

How did O=C(NCCc1ccc(Cl)cc1)C1CCN(S(=O)(=O)N2CCC3(CC2)OCCO3)CC1 do in these assays?
ABCB6 inh MLPCN: 96.0; MC4R barr agon: -2.3; MC4R antag cAMP: 11.2; Vif inh: 7.7; Cardio protect: -1.5; PDI inh: -3.7; HTR2A ag: -0.5; aDG glyco act: 0.0; CaV13 ICDI inh: -8.0; Glyco luc inh: -2.7

Results for COc1cc(-c2nnc(NC(=O)CCS(=O)(=O)c3ccc(F)cc3)o2)cc(OC)c1OC ?
ABCB6 inh MLPCN: 102.0; MC4R barr agon: -2.7; MC4R antag cAMP: 11.3; Vif inh: 4.8; Cardio protect: 3.9; PDI inh: -3.5; HTR2A ag: -5.7; aDG glyco act: 0.3; CaV13 ICDI inh: -4.4; Glyco luc inh: 0.8

What do the screens show for `CCOC(=O)c1cc2sccc2n1CC(=O)N1CCN(C(=O)c2ccco2)CC1`?
ABCB6 inh MLPCN: 100.0; MC4R barr agon: -2.4; MC4R antag cAMP: 8.7; Vif inh: 4.3; Cardio protect: 2.6; PDI inh: -15.0; HTR2A ag: -2.5; aDG glyco act: 0.2; Glyco luc inh: 1.8

What do the screens show for `CC(C)CCN(C(=O)c1ccc(N2CCCC2=O)cc1)c1c(N)n(Cc2ccccc2)c(=O)[nH]c1=O`?
ABCB6 inh MLPCN: 99.0; MC4R barr agon: -2.5; MC4R antag cAMP: 4.9; Vif inh: 8.4; Cardio protect: 3.2; PDI inh: -1.7; HTR2A ag: -2.2; aDG glyco act: 0.8; CaV13 ICDI inh: -16.4; Glyco luc inh: -0.5

Results for CC(C)(CNC(=O)c1cc(-c2ccc(Cl)s2)nc2ccccc12)N1CCOCC1 ?
ABCB6 inh MLPCN: 104.0; MC4R barr agon: -3.0; MC4R antag cAMP: 5.4; Cardio protect: 8.2; PDI inh: -6.4; HTR2A ag: -7.1; aDG glyco act: 0.3; CaV13 ICDI inh: -5.0; Glyco luc inh: -2.5

Results for Cc1nn(CC(=O)N2CCOCC2)c(=O)c2ccccc12 ?
ABCB6 inh MLPCN: 92.0; MC4R barr agon: -2.1; MC4R antag cAMP: -4.0; Vif inh: 6.8; Cardio protect: -6.5; PDI inh: -2.6; HTR2A ag: 7.5; aDG glyco act: 0.1; Glyco luc inh: 3.8

Results for O=C(Cn1cnc([N+](=O)[O-])c1)c1ccc(Cl)cc1 ?
ABCB6 inh MLPCN: 104.0; MC4R barr agon: -1.9; MC4R antag cAMP: 6.9; Vif inh: 6.5; Cardio protect: 2.7; PDI inh: -4.0; HTR2A ag: -1.4; aDG glyco act: -0.2; CaV13 ICDI inh: -12.3; Glyco luc inh: 2.9
